Abeta rescue = compounds reversing amyloid beta toxicity in yeast; AID 1347071; Potency, µM (top dose mostly 46.1 µM), for the others: at the highest dose growth rescue, usual class: activators; yeast expressing A-beta42, growth rescue, OD600, 48 h; response scale: 0% DMSO, 100% iron-clioquinol control; hit rate 0.063% among 410,000; note: nearly all actives have a fitted effect of over 55% in size
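Growth rescue measured by 600 nm absorbance after 48 h yeast culture at 30 C with compound. Values normalized between DMSO and an equimolar ferric chloride plus clioquinol control.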
FUS yeast rescue = FUS proteinopathy suppression in yeast; S. cerevisiae FUS-expressing, growth rescue, OD600, 24 h; hit rate 0.24% among 390,000; Potency, µM (highest dose often 76.6 µM), inactives show top-dose growth rescue (activation), most hits filed as activators;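 note: plate controls were DMSO vehicle for no effect and reference control for full effect; nearly all actives have a fitted effect of over 55% in size; some results filed as inactive show a strong effect at the top dose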
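Steps: raffinose overnight preculture; dilution to OD 0.005 in 2% galactose minimal medium; compound addition (concentration series); 24hr at 30C, 99% humidity; absorbance read at 600 nm.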
Starred values were filed as active, the others as inactive; ? = inconclusive; . = not tested or not shown. Calls come from the whole dose curve; as a rule, active = well fitted activation curve with a large enough effect; inconclusive = small, poorly fitted or top-dose-only effect; inactive = no such curve, though single readings can be large or run the other way. Potency is the fitted concentration of half-maximal effect.

SMILES	Abeta rescue	FUS yeast rescue
CCN(CC)C(=O)CC[C@H]1CC[C@]2(CCCN(Cc3nccs3)C2)O1	.	-8%
O=C1[C@@H](C2CCCCC2)[C@@H]2c3ccccc3C=NN2[C@@H]2c3ccccc3C=NN12	.	20%
C[C@H]1[C@H](NC(=O)c2cccc(N(C)C)c2)CC[C@@]23CCCN2C(=O)CCC[C@@H]13	.	4%
CN(C(=O)CCn1nnc(-c2cccs2)n1)C1CCCCC1	.	1%
COc1ccc(CCNCC(O)COc2cccc(C)c2)cc1OC (stereo not drawn)	.	15%
COCO[C@@H]1CC(CO)=C[C@H]2OCO[C@H]21	.	16%
CCc1noc(-c2ccc(NC(C)c3ccccc3)c([N+](=O)[O-])c2)n1 (stereo not drawn)	-20%	17%
Cc1ccc(C)n1-c1nnc(N2CCCC(C(=O)NCc3ccc(Cl)cc3)C2)s1 (stereo not drawn)	-21%	20%
CCCCOc1ccc(S(=O)(=O)n2nc(C)c(S(=O)(=O)N3CCCCCC3)c2C)cc1	-19%	6%
Cc1ccc(Cc2nc3ccccc3nc2SCC(=O)N2CCCCC2)cc1	-6%	?
COc1cccc(Oc2nc3c(c(=O)n(Cc4ccccc4Cl)c(=O)n3C)n2C)c1	-3%	3%
COc1ccc(OC)c(-c2nc3c(C#N)c[nH]n3c2NC2CCCCC2)c1	-7%	-1%
CCc1ccc(C(=O)c2cn(CC(=O)Nc3ccc(F)cc3)c3ccc(F)cc3c2=O)cc1	-8%	-6%
Cc1ccc(C)c(-c2ccc(=O)n(C(C)C(=O)Nc3ccccc3C(F)(F)F)n2)c1 (stereo not drawn)	-2%	?
Cc1ccccc1CNC(=O)c1oc2c(c1C)-c1[nH]ncc1CC2	7%	14%
CCc1ccc(CNC(=O)CN2C(=O)CCn3nc(-c4cn(C)c5ccccc45)cc32)cc1	1%	18%
CCn1cc(C(=O)OCC(=O)Nc2cc(Cl)ccc2OC)c(=O)c2ccc(C)nc21	-11%	-16%
CCN(CC)S(=O)(=O)c1ccc2c(c1)N(CC(=O)NCCc1ccc(OC)c(OC)c1)C(=O)CO2	-1%	10%
CCOc1ccc(CNC(=O)Cn2nc(C)c3nn(-c4ccc(Cl)cc4)c(C)c3c2=O)cc1OC	0%	8%
CCOC(=O)c1[nH]c2c(c1Cc1ccccc1C)C(=O)CC(c1ccccc1)C2 (stereo not drawn)	6%	-2%
O=C(c1ccccc1F)N1c2nc(-c3ccco3)nn2C2(CCCCC2)[C@@H]2CCCC[C@@H]21	-20%	40%
Cc1cc(C)cc(NC(=O)c2ccc3oc(=O)c(S(=O)(=O)c4ccc(F)cc4)cc3c2)c1	-10%	7%
CCSc1ncc(Cl)c(C(=O)Nc2ccc(S(=O)(=O)N(C)c3ccccc3)cc2)n1	-8%	39%
COc1ccc(NC(=O)Cn2c(=O)n(Cc3nc(-c4ccccc4)no3)c(=O)c3ccccc32)cc1Cl	-3%	-9%
Cc1ccc(NC(=O)CN2CCN(S(=O)(=O)c3ccc(C(C)C)cc3)CC2)cc1F	?	?
Cc1ccc(CNC(=O)C(C)n2nc(C)c3sc4ccccc4c3c2=O)cc1 (stereo not drawn)	-9%	-11%
CCCNC(=O)C(CC)n1nc(CC)n2c(cc3oc(C)cc32)c1=O (stereo not drawn)	-15%	-15%
Cc1cc(C)n(-c2nc3ccccc3nc2Nc2cc(Cl)ccc2C)n1	-5%	-8%
CCOC(=O)N1CCC(NC(=O)c2ccc3c(c2)N(Cc2ccc(Cl)cc2)C(=O)c2ccccc2S3(=O)=O)CC1	-5%	?
COc1ccc2c(c1)c1c(c(=O)n(CCc3ccccc3)c(=O)n1Cc1ccc(Cl)cc1)n2C	-5%	1%
CCOC(=O)c1c(C)[nH]c(C)c1S(=O)(=O)NCC(=O)Nc1cccc(C#N)c1	-26%	-9%
CCOC(=O)c1c(C)oc2nc(C)nc(NCCc3ccc(OCC)cc3)c12	-11%	4%
COc1ccc(NC(=O)c2ccc(-c3nc(CSc4ccc(C)cc4)c(C)o3)cc2)cc1Cl	-9%	-4%
Cc1ccc(-c2noc(CNC(=O)c3ccc(C)c(Cl)c3)n2)cc1	-12%	-16%
CC1=C(C(=O)Nc2ccccc2)C(c2cccc(O)c2)n2nc(-c3ccccc3Cl)nc2N1 (stereo not drawn)	3%	5%
COc1ccc(C2=Nc3ccccc3N(CC(=O)Nc3cccc(C(C)=O)c3)C(=O)C2)cc1	-21%	?
Cc1ccc(CN(Cc2ccco2)C(=O)COc2cccc(C)c2C)o1	-1%	30%
O=C(CCS(=O)(=O)c1nc(-c2cccs2)cc(C(F)(F)F)n1)Nc1cccc(O)c1	-12%	26%
N#Cc1ccccc1Cn1c(SCC(=O)NCc2ccccc2)nc2ccccc21	-11%	11%
Cc1cccc(C)c1OCc1cc(=O)n2ccsc2n1	-10%	10%
COc1ccc(NC(=O)Cn2ccn(-c3ccccc3)c(=O)c2=O)cc1	0%	21%
CCOc1ccc(-n2c(SCC(=O)NCc3ccccc3)nc3n[nH]c(C)c3c2=N)cc1	-11%	15%
Cc1nn(-c2ccccc2)c2c1N(CCCC(=O)NCc1ccc(OC(C)C)cc1)C(=O)CS2	-21%	44%
CSCCC(NS(=O)(=O)c1ccc2c(c1)oc(=O)n2C)C(=O)N1CCN(c2cc(C)ccc2C)CC1 (stereo not drawn)	5%	13%
COc1ccc(C(CNC(=O)c2ccc(C)cc2)N2CCOCC2)cc1 (stereo not drawn)	-6%	10%
O=C(Nc1cccc(Cl)c1)c1cc(-c2ccc3c(c2)OCO3)on1	-10%	-15%
COc1ccc(C2=C(N3CCN(c4cccc(C)c4)C(C)C3)c3ccccc3C2=O)cc1 (stereo not drawn)	-15%	?
O=C(NCc1ccccc1Cl)c1cccn1-c1nnc(N2CCCCC2)s1	27%	29%
Cc1ccc2oc(C(=O)Nc3ccc(S(=O)(=O)Nc4nc(C)cc(C)n4)cc3)cc(=O)c2c1	-19%	5%
COc1cccc(NC(=O)CSc2nc3c(oc4ccccc43)c(=O)n2Cc2ccco2)c1	-6%	-5%
Cc1noc2ncnc(N3CCCC(C(=O)Nc4cc(F)ccc4F)C3)c12 (stereo not drawn)	-11%	-29%
CCCN1C(=O)c2oc3cc(C)cc(C)c3c(=O)c2C1c1ccc(F)cc1 (stereo not drawn)	-13%	-16%
CCOc1ccc(S(=O)(=O)NCCc2c(C)[nH]c3c(Cl)cccc23)cc1C	20%	7%
COc1ccc(CCNC(=O)c2c(O)nc3cc(C)ccn3c2=O)cc1OC	-6%	2%
Cc1ccc(F)cc1NC(=O)Cn1c(C)cc(C)c(C#N)c1=O	-10%	-10%
CCOc1cccc(C2c3c(oc4ccc(F)cc4c3=O)C(=O)N2c2cc(C)ccn2)c1 (stereo not drawn)	-15%	-8%
CCn1cc(C(=O)N2CCN(c3ccccc3OC)CC2)c(=O)c2cc(S(=O)(=O)N3CCCCC3)ccc21	-27%	49%
COc1ccccc1NC(=O)C1=C(C)Nc2nc(SCc3ccccc3Cl)nn2C1c1ccncc1 (stereo not drawn)	-5%	0%
COc1ccc(S(=O)(=O)c2cn(Cc3ccccc3)c3cc(F)c(F)cc3c2=O)cc1	-17%	-18%
CC1CCc2onc(C(=O)N3CCN(c4ccc(Cl)cc4)CC3)c2C1 (stereo not drawn)	-4%	-7%

Next section
SMILES	Abeta rescue	FUS yeast rescue
CCC(=O)N1c2ccccc2CC1C(=O)NCCc1ccc(OC)cc1OC (stereo not drawn)	-8%	12%
COc1cccc2c1cc1c(=O)n(CC(=O)NCc3ccc(N(C)C)cc3)nc(C)n12	-14%	-13%
Cc1ccc(C)c(Cn2c(=O)n(Cc3ccccc3)c(=O)c3c2c2cc(C)ccc2n3C)c1	-7%	7%
O=C(NCCc1csc2nc(-c3ccc(F)cc3)nn12)c1ccco1	-6%	13%
Cc1cccn2c(=O)c3cc(C(=O)NC(C)(C)C)n(C)c3nc12	5%	-3%
Cc1ccc(CCNC(=O)c2cc3sccc3n2Cc2ccc(C)cc2)cc1	2%	-32%
CCN(CC)S(=O)(=O)c1ccc2c(c1)nc(CN(C)C(=O)Nc1ccc(Cl)cc1)n2C	-18%	6%
Cc1noc(-c2ccc(-c3noc(-c4ccc(C(F)(F)F)cc4)n3)cc2)n1	-21%	2%
Cc1cc(C)c(Cn2c3ccccc3c3cnn(CC(=O)NCCc4ccccc4)c(=O)c32)c(C)c1	-22%	-18%
Cc1ccc(CNC(=O)c2nc(SCc3cccc(C)c3)ncc2Cl)cc1	-21%	-16%
O=C(Cn1nc(Cc2cccnc2)c2ccccc2c1=O)N1CCN(c2ccccc2F)CC1	-4%	16%
COc1cc(CNC(=O)c2cnc3c(-c4cccc(C)c4)c(C)nn3c2C)cc(OC)c1OC	10%	8%
Cc1ccc(C)n1-c1nnc(N2CCCC(C(=O)NCc3cccc(F)c3)C2)s1 (stereo not drawn)	-13%	41%
CCc1ccccc1NC(=O)CSc1nc2c(c(=O)[nH]1)CN(Cc1ccccc1OC)CC2	2%	7%
CCc1ccccc1-n1c2c(cc(-c3nc(-c4ccc(Cl)cc4)cs3)c1=O)C(=O)CC(C)(C)C2	21%	-17%
CCN(c1ccccc1)S(=O)(=O)c1ccc(-c2cc(C)no2)s1	-5%	24%
COC(=O)c1ccc(Cl)c(NC(=O)C2CCN(S(=O)(=O)Cc3ccccc3)CC2)c1	-10%	0%
O=C(Nc1cccc(C(F)(F)F)c1)C1CCN(S(=O)(=O)c2cccc3nsnc23)CC1	-7%	16%
Cc1csc2nc(-c3cccc(NC(=O)C(C)C)c3)cn12	-9%	-7%
COc1ccc(N2CCN(C(=O)Cn3cnc4nc5c(cc4c3=O)CCCC5)CC2)cc1	-11%	10%
CCCS(=O)(=O)N1CC(=O)N(c2ccccc2C)C(C)(C(=O)NC2CCCCC2)C1 (stereo not drawn)	-6%	-7%
CC(C)(C)C1CCc2c(sc(NC(=O)c3noc4c3CCCC4)c2C#N)C1 (stereo not drawn)	-17%	-9%
Cc1ccc(Cn2cc(CCC(=O)NCc3ccc(OC(C)C)cc3)c3ccccc32)cc1	0%	-4%
Cc1c(Cl)cccc1-n1ncc(C(=O)Nc2ccc(Br)cc2F)c1C1CCNCC1	6%	-2%
COc1ccc(C)cc1N(C)C(=O)c1c(C)oc2ncnc(N3CCOCC3)c12	-3%	12%
Cc1c(NC(=O)c2cc(-c3cccc(O)c3)on2)c(=O)n(-c2ccccc2)n1C	-6%	-8%
COc1ccc(CCNc2nc3ccc(Cl)cc3n3cnnc23)cc1OC	-12%	-16%
COc1ccc(Cl)cc1NC(=O)CCCN1C(=O)C(c2ccccc2)Oc2cccnc21 (stereo not drawn)	-14%	35%
CCOc1ccc(CCNC(=O)c2oc(=O)c3ccccc3c2-c2ccc(C)cc2)cc1OCC	-8%	?
CCOc1ccc(CNC(=O)c2cccc(NC(=O)N3CCSc4ncccc43)c2)cc1OC	-1%	13%
Cc1cc(NC(=O)C2CCCN(S(=O)(=O)c3cccc4nsnc34)C2)ccc1Br (stereo not drawn)	7%	-16%
COc1cc(OC)c(NC(=O)c2cc3c(=O)oc4ccc(C)cc4c3s2)cc1Cl	-8%	-7%
Cc1cc(Nc2sc(C(=O)c3ccc(F)cc3)c(N)c2C(=O)Nc2ccc(F)cc2)ccc1Cl	21%	31%
Cc1cc(S(=O)(=O)Nc2cc3c(cc2N2CCOCC2)n(C)c(=O)c(=O)n3C)ccc1F	-7%	5%
COc1ccc2[nH]c(=O)c(CN(C(=O)c3cccc(Cl)c3)c3cccc(C)c3)cc2c1	-11%	-8%
CC(=O)c1cccc(NC(=O)Cn2ccn3nc(-c4ccccc4)cc3c2=O)c1	-1%	-24%
CCOC(=O)c1sc2ccccc2c1S(=O)(=O)NCc1ccccc1OC	-1%	18%
CCOC(=O)C1CCN(CC(=O)Nc2cc(C)c3c(=O)oc4ccccc4c3n2)CC1	-8%	-6%
O=C(C1CC1)N1CCc2cc(Br)cc(S(=O)(=O)Nc3ccc(F)c(F)c3)c21	-7%	-16%
CSc1oc(-c2ccc(F)cc2)nc1S(=O)(=O)c1ccc(Br)cc1	-13%	-7%
CCOC(=O)c1cc2c(=O)n3ccccc3nc2n(CC2CCCO2)c1=NC(=O)c1cc(C)cc(C)c1 (stereo not drawn)	-5%	5%
COc1ccccc1CNc1nc(-c2ccco2)nn1S(=O)(=O)c1ccc(C)cc1	14%	32%
Cc1c(NC(=O)Cc2ccccc2)cccc1-c1nc2cccnc2s1	1%	24%

Screening results deposited in PubChem by National Center for Advancing Translational Sciences (NCATS).

These rows are one share of the data. The share of hits here may be higher or lower than overall.
